Mac1 fbg inh: CD11b/CD18-fibrinogen binding inhibition; P05107+P11215; K562 CD11b/CD18 adhesion to fibrinogen, ATPlite luminescence; Mn2+ added to activate the integrin; inhibition, % at 10 µM; hit rate 0.54% among 93,000; AID 1497;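 active = primary inhibition of 50% or more at 10 µM, then 40% or more on retest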; also: some results filed as inactive read as strong as hits
Target sequence (P05107 whole entry, looked up, other chains not shown): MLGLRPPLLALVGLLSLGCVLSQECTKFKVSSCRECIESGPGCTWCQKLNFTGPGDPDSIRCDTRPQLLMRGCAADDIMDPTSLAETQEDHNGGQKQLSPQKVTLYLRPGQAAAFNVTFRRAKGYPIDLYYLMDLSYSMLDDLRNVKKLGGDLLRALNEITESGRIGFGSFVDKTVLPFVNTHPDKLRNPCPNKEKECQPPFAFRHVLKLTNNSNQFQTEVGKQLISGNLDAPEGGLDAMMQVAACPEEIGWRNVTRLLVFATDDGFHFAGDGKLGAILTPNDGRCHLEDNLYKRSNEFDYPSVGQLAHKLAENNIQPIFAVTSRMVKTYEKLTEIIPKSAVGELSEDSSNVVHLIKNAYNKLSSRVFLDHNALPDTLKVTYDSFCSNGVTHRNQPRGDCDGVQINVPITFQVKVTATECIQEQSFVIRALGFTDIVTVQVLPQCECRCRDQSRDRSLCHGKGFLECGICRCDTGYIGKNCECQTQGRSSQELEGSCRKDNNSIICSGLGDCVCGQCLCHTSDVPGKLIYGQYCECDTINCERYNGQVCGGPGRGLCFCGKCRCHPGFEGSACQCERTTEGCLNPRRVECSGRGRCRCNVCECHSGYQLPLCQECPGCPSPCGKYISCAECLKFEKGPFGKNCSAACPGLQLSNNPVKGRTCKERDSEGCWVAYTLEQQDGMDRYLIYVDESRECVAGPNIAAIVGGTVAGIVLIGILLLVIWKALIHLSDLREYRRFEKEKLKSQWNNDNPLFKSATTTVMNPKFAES
Mac1 fbg enh: increases human CD11b/CD18 adhesion to fibrinogen; P05107+P11215; K562 CD11b/CD18 adhesion to fibrinogen, ATPlite luminescence; activation, % at 10 µM; hit rate 0.07% among 93,000; AID 1499;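 active = 10 µM primary screen giving 50% or more activity, confirmed by 40% or more on retest at that dose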; also: strong numbers were not always called active; reference of the scale not given here
Active calls of the source: *. Some of the compounds tested; count on the stated rates, not on these rows.

Compound	Mac1 fbg inh	Mac1 fbg enh
CC(C)CCNC(=O)c1cc([N+](=O)[O-])ccc1N1CCOCC1	-16.0	-0.8
O=C(CSc1cc(Cl)ccc1Cl)NCC(=O)Nc1ccc(F)c(F)c1F	2.5	4.0
O=C(c1ccc(NC(=S)Nc2ccc(Cl)c(Cl)c2)cc1)N1CCCC1	-0.1	7.2
CC(=O)Nc1ccccc1OCC(=O)NCCc1ccc(Cl)cc1Cl	10.6	-0.8
COc1ccc(CNC(=O)COC(=O)C2CC3C=CC2C3)cc1 (stereo not given)	0.5	10.5
COc1ccc(S(=O)(=O)N2CCC(C(=O)Nc3c(F)cccc3F)CC2)cc1	-2.2	-0.9
O=C(Cn1nnc2ccccc21)N/N=C\c1cccs1	-15.8	-1.8
CCN(CC)c1ccc(C(=O)OCC(=O)Nc2sccc2C#N)cc1	15.2	-0.8
CCOC(=O)C(=O)C1=C(N2CCOCC2)/C(=C\c2cccc([N+](=O)[O-])c2)CC1	23.9	10.7
CC1CCN(S(=O)(=O)c2ccc(C(=O)Nc3ccccc3-c3nc4ccccc4[nH]3)cc2)CC1	-8.9	30.5
COc1cc(/C(C)=N/NC(=O)Cc2c(C)[nH][nH]c2=O)ccc1O	-15.8	3.0
CSc1ccc(CN(C)CC(=O)Nc2cccc(Br)c2)cc1	56.2	1.6
CCCCC(=O)Nc1ccccc1C(=O)OCC(=O)c1ccc2c(c1)OCCO2	52.7	2.9
CCCC1CCC(c2ccc(C(=O)NN)cc2)CC1 (stereo not given)	3.9	-0.6
Cc1cc(C)cc(NC(=S)/N=C(\N)Nc2nc(C)c3ccccc3n2)c1	20.5	7.4
COc1ccc(N2C(=O)CNC2=S)cc1	-5.4	-4.8
CCCP(=O)(CCC)CCP(=O)(c1ccccc1)c1ccccc1	-1.6	-2.6
CN(C(=O)c1ccc2c(c1)C(=O)N(CCC1=CCCCC1)C2=O)C1CCCCC1	13.6	2.2
O=C(CCSCc1cccc(Cl)c1)NC1CCCC1	12.1	0.1
O=C(CSc1ccc(-c2ccc(Cl)cc2)nn1)N1CCCc2ccccc21	44.1	0.3
COc1cccc(C2CC(c3cccs3)=NN2C(=O)CSc2nc3ccccc3s2)c1OC (stereo not given)	17.8	1.7
Cc1nn(-c2ccccc2)c(Cl)c1C(=O)NCc1cccs1	3.9	-2.3
C/C(N)=C(/C#N)C(=O)COC(=O)c1cc(-c2ccc(Br)cc2)nc2ccccc12	25.7	-2.0
Cc1cccc(NC(=O)CSc2nnc(C)c(=O)n2N)c1C	3.0	-1.2
CCc1nnc(NC(=O)C2CC(=O)N(c3ccc4c(c3)OCCO4)C2)s1 (stereo not given)	12.3	5.0
CCOC(=O)c1sc(NC(=S)NC(=O)c2ccco2)nc1C	26.4	9.4
CC(=O)NC(=S)Nc1sc2c(c1C#N)CCCCC2	100.0	-7.3
C/C(=N\NC(=O)Cc1cc(=O)[nH][nH]1)c1cccc([N+](=O)[O-])c1	4.2	2.4
CN1C(=O)NC(c2ccccc2)(C(F)(F)F)S/C1=C(/C#N)c1nnc(N2CCOCC2)n1-c1ccccc1 (stereo not given)	12.1	-5.4
N#Cc1ccc(-c2ccc(OCC(=O)NCCc3ccccc3)cc2)cc1	4.0	6.4
Cc1cccc(N=C2NN=C(c3c(C)[nH]c4ccccc34)CS2)c1	5.2	34.5
CCN(CC)c1ccc(/C=N\NC(N)=O)cc1	0.8	-3.1
O=C(Cc1ccccc1)NNC1CC(=O)N(c2ccccc2)C1=O (stereo not given)	-10.3	1.2
CCC1CCCCN1c1nc2c(C=O)c(C)nn2c2ccccc12 (stereo not given)	11.5	8.9
C=CCN1CCN(Cc2cnc(Cl)s2)CC1	-7.3	0.7
CCOc1ccc(CCNC(=O)CSc2cc(=O)n(C)c3cc(Cl)ccc23)cc1OCC	3.1	-0.3
CCCCc1ccc(NC(=S)Nc2cccnc2)cc1	-26.8	-5.5
CC(=O)OCC(=O)N1CCN(c2ccc([N+](=O)[O-])cc2)CC1	-2.7	0.9
O=c1c(S(=O)(=O)c2ccc(Cl)cc2)cn(Cc2cccc(F)c2)c2ccc(F)cc12	-2.1	-1.2
C/C(=N\Nc1ccc([N+](=O)[O-])cc1[N+](=O)[O-])c1ccc(-n2nncc2C(C)(C)C)cc1	0.4	41.5
O=C(NCc1ccc2c(c1)OCO2)c1cc([N+](=O)[O-])ccc1N1CCCCC1	12.6	2.0
COC(=O)NCC(c1ccco1)N1CCN(c2ccc(F)cc2)CC1 (stereo not given)	0.3	0.7
CC(C(=O)Nc1cccc([N+](=O)[O-])c1)N1CCN(C/C=C/c2ccccc2)CC1 (stereo not given)	24.5	-1.2
Cc1ccc(CCNC(=O)C2CCN(S(=O)(=O)c3ccc4c(c3)CCC(=O)N4)CC2)cc1	5.9	-3.6
CC(C)CCNCC1OCc2ccccc2CO1	-9.0	1.8

Compound profiles, from the list above. Order of screens: Mac1 fbg inh	Mac1 fbg enh
Profile of C/C(=N\NC(=O)Cc1cc(=O)[nH][nH]1)c1cccc([N+](=O)[O-])c1 → 4.2	2.4
Profile of CCCP(=O)(CCC)CCP(=O)(c1ccccc1)c1ccccc1 → -1.6	-2.6
Profile of CCOc1ccc(CCNC(=O)CSc2cc(=O)n(C)c3cc(Cl)ccc23)cc1OCC → 3.1	-0.3

The results go on.
Compound	Mac1 fbg inh	Mac1 fbg enh
CCOc1ccc(NC(=O)COC(=O)C23CC4CC(CC(C4)C2)C3)c([N+](=O)[O-])c1	-1.6	2.6
Cc1cc(C)nc(SCc2cc(=O)c(OC(=O)c3ccco3)co2)n1	0.2	5.8
Cc1ccc(-c2nnc(Nc3ccc(C(=O)N(C)C)cc3)c3ccccc23)cc1S(=O)(=O)NCC1CCCO1 (stereo not given)	3.3	9.3
CCCCCC(=O)NNC(=O)Nc1ccccc1	1.1	6.1
CCN(CC)C(=O)c1ccc2c(c1[N+](=O)[O-])C(=O)c1ccccc1C2=O	-5.1	38.6
COc1ccc([N+](=O)[O-])cc1NC(=O)C(C)OC(=O)C1c2ccccc2Oc2ccccc21 (stereo not given)	26.5	-2.2
N#Cc1c(NC(=O)c2ccc(N3CCOCC3)c([N+](=O)[O-])c2)sc2c1CCCC2	2.3	-0.4
CCN1C(=O)/C(=C/c2cccs2)S/C1=N\S(=O)(=O)c1ccc(C)cc1	33.5	1.6
CC(C)(C)OC(=O)C(Cc1ccc(OC(C)(C)C)cc1)NC(=O)CNC(=O)CNC(=O)OCc1ccccc1 (stereo not given)	9.6	7.3
O=C(CN(Cc1ccccc1)C1=NCCS1)c1ccccc1	-7.9	5.5
COc1ccc(OCCC(=O)OCC(=O)Nc2ccc(Br)cc2)cc1	-1.1	-3.4
CC(=O)c1ccc(NC(=S)NNC(=O)c2ccncc2)cc1	-2.7	-3.9
N=C(N)SCc1nc2ccccn2c1Br	-0.5	2.1
COC(=O)c1ccc(C)c(NC(=S)NCc2ccc(Cl)cc2)c1	-4.2	-5.2
S=C(Nc1cccc(Cl)c1)Nc1ccc2cn[nH]c2c1	4.5	-6.3
COc1cc(SC)ccc1C(=O)NCCOc1ccc(Cl)cc1	20.5	2.8
O=C(Nc1ccccc1)Nc1ccc(Br)cc1F	2.5	10.6
CN(C)C(=O)/C(=C/c1cn(-c2ccccc2)nc1-c1cccc([N+](=O)[O-])c1)NC(=O)c1ccccc1	-14.3	2.5
NS(=O)(=O)c1ccc(N=Nc2c(-c3ccccc3)[nH]n(-c3nc(-c4ccccc4)cs3)c2=O)cc1	8.5	37.2
O=C(Cn1nnc(-c2ccccc2Cl)n1)N/N=C/c1ccc(-c2cccc(Cl)c2)o1	2.6	5.8
Cc1ccc(S(=O)(=O)N2CCN(c3ccc(C(F)(F)F)cc3[N+](=O)[O-])CC2)cc1	72.1	-6.4
O=C(Nc1nnc(SCC(=O)N2CCOCC2)s1)c1ccccc1Cl	-0.6	-1.5
CCc1ccc(NC(=O)COc2ccc(F)cc2C(=O)c2cnn(-c3ccccc3)c2)cc1	10.0	-5.1
Cc1ccc(NC(=O)CN2C(=O)N/C(=C/c3ccc(N4CCOCC4)cc3)C2=O)cc1	3.6	34.2
Cc1ccc(C)c(NC(=O)CN(C)C(=O)[C@@H](NC(=O)c2ccc(C(C)(C)C)cc2)C(C)C)c1	14.7	-1.7
CN(C)c1cccc(C(=O)NNC(=O)NC2CCCCC2)c1	-2.3	-1.8
O=C(O)CSc1c(-c2ccccc2)c2cc(Cl)ccc2[nH]c1=O	2.1	-1.6
Cc1ccc(NC(=O)c2ccc(N3CCOCC3)c([N+](=O)[O-])c2)cc1S(=O)(=O)N1CCOCC1	24.9	-2.0
O=C(Oc1ccc2c(c1)O/C(=C\c1ccncc1)C2=O)c1ccccc1	51.7	0.5
CC1(C)CCCC(C)(C)N1CC(O)COCCOc1ccc(Br)cc1 (stereo not given)	22.6	7.1
COc1cc(/C=N/Nc2ccc([N+](=O)[O-])cc2S(=O)(=O)N2CCOCC2)cc(OC)c1OC	-13.0	29.7
COC(=O)CN1C(c2ccc(Cl)cc2)=Nc2ccc(Cl)cc2C1c1ccccc1 (stereo not given)	19.0	-1.0
N#CC(c1ccccc1)N(CCCCl)C(=O)c1ccccc1 (stereo not given)	12.0	0.3
Cc1ccc(C(NC(=O)N2CCOCC2)C(Cl)(Cl)Cl)cc1F (stereo not given)	6.3	7.1
Cn1cnnc1Sc1ccc(C(=O)NCCC23CC4CC(CC(C4)C2)C3)cc1[N+](=O)[O-]	18.4	6.0
Cc1cccc(NC(=O)CN2C(=O)N/C(=C/c3ccc(C)s3)C2=O)c1	-8.1	102.2
CC(=O)Nc1ccc(/C=N/Nc2nc3ccccc3[nH]2)cc1	-0.1	8.6
Cc1c(C(=O)C(=O)N2c3ccc(F)cc3CCC2C)c2ccccc2n1C (stereo not given)	21.8	-4.6
O=C1NC(c2ccccc2)=N/C1=C/c1ccco1	5.1	4.2
CCN(CC)C(=O)CSC1=N/C(=C/c2ccco2)C(=O)N1c1ccc(OC)c(Cl)c1	2.3	3.9
O=C(Cc1cccs1)Nc1nnc(SCc2ccc(C(F)(F)F)cc2)s1	0.4	39.0
Cc1ccc(NC(=O)CCCN2C(=O)/C(=C/C=C/c3ccccc3)SC2=S)cc1	11.3	16.8
CC(C)(C)NC(=O)C(=O)NNC(=O)c1ccc(C(C)(C)C)cc1	-2.6	-2.7
Cc1ccc(SCc2ccc(C(=O)Nc3ccccc3C(=O)NC(C)C)cc2)cc1	-1.0	-2.9
Cc1ccc(C(=O)n2c(-c3ccccc3)cnc2SCC(=O)Nc2ccccc2)cc1	2.4	-2.3
CC(=O)Nc1ccc(NC(=O)COC(=O)c2c3c(nc4ccccc24)CCN(Cc2ccccc2)C3)cc1	-22.7	20.9
COc1ccc([N+](=O)[O-])cc1NC(=O)Cn1ccsc1=N	-4.1	-1.4
Cc1ccsc1C(=O)NCCC(c1ccccc1)c1ccccc1	4.8	0.4
Cc1cc(C)c(C#N)c(SCc2c(F)cccc2[N+](=O)[O-])n1	-2.4	4.7
O=C1/C(=C/c2cccnc2)SC(=S)N1C1CCS(=O)(=O)C1 (stereo not given)	12.9	-3.4
COc1ccc(CCN2CN(S(=O)(=O)c3ccccc3)c3nc4ccccc4nc32)cc1	10.6	-0.7
Cc1ccc(NCC(=O)N/N=C/c2ccc(-c3cccc(C(F)(F)F)c3)o2)cc1	8.6	5.9
CC(C)n1nc(C(=O)OCn2nnc3ccccc3c2=O)c2ccccc2c1=O	-6.2	1.4
NNC(=O)c1ccc(COc2ccc3c(c2)CCC3)cc1	5.9	2.7
Cc1ccccc1C(=O)Nc1c2c(nc3ccccc13)CCCC2	-1.1	0.0
Cc1c(N/N=C(\C#N)C(=O)c2ccccc2)c(=O)n(-c2ccccc2)n1C	14.2	0.9
CCOC(=O)c1c(C)[nH]c(C(=O)COC(=O)/C=C/c2ccc3c(c2)OCO3)c1C	-11.2	59.0
O=C(O)c1cccc(C(=O)Nc2cccc(NC(=O)C3CCCO3)c2)c1 (stereo not given)	-13.5	-1.4
CCOC(=O)C1C(=O)C=C(/C=C/c2ccc(N(C)C)cc2)CC1c1ccccc1 (stereo not given)	-9.1	21.7
CSc1ccccc1NC(=O)COc1ccc(Cl)cc1C	30.4	6.4

Retrieved by compound from the list above, 4 records:
Compound	Mac1 fbg inh	Mac1 fbg enh
Cc1c(N/N=C(\C#N)C(=O)c2ccccc2)c(=O)n(-c2ccccc2)n1C	14.2	0.9
Cc1cc(C)c(C#N)c(SCc2c(F)cccc2[N+](=O)[O-])n1	-2.4	4.7
CSc1ccccc1NC(=O)COc1ccc(Cl)cc1C	30.4	6.4
CCOC(=O)c1c(C)[nH]c(C(=O)COC(=O)/C=C/c2ccc3c(c2)OCO3)c1C	-11.2	59.0

From PubChem
